PglD DTNB: PglD (C. jejuni) enzyme inhibition | purified PglD enzyme, DTNB colorimetric CoA detection | inhibition, % at 12.5 µM | 360,000 compounds, 0.098% hits | AID 602405; in the data active means inhibition above about 16%, passing the limit was not always enough; further: strong numbers were not always called active
Statin myotox sup: protects C2C12 myotubes from simvastatin toxicity; ATP luminescence, 48 h; scaled: DMSO 0, geranylgeraniol control 100; rescue of ATP level, % at 7.49 µM; 330,000 compounds, 0.78% hits; AID 602340;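 active means mean ATP rescue above about 67%, or every replicate alone reaching that limit, limit read from the data, passing the limit was not always enough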;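 further: myotubes were challenged with 10 µM simvastatin during compound exposure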
miR-122 sensor: blocks miR-122 activity in Huh7 sensor cells | Huh7 miR-122 Renilla luciferase sensor, 48 h; neutral wells = 0, positive control = 100 | AID 602342 | activation (reporter increase), % at 12.5 µM | 340,000 compounds, 0.3% hits;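 active means mean replicate activation score at least 90 and every replicate individually at or above 90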;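 further: higher luciferase means less miR-122 activity so hits act as miR-122 inhibitors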
PGC1a acetyl inh: lowers PGC1a acetylation signal in U2OS cells; AlphaScreen anti-acetyl-lysine; with virally co-expressed GCN5 acetyltransferase; inhibition, % at 15.6 µM; 350,000 compounds, 0.17% hits;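 active means every replicate shows inhibition of at least 40%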;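 further: 0% = neutral control wells and 100% = positive control wells; some results beyond the cut were filed as inactive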
FN deposit inh: fibronectin deposition inhibition. AH1F fibroblasts, Alexa488-fibronectin deposition fluorescence, overnight. inhibition, % at 12.6 µM. 350,000 compounds, 0.086% hits. AID 743247;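 active means mean inhibition across replicates of 30% or more, regardless of how many single replicates reach that level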;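 further: positive control wells lacked labelled fibronectin entirely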
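Measured by – fluorescence 485/525 nm · System – AH1F fibroblast monolayer, labelled fibronectin deposition · Amount – 10000 cells per well · Buffer or medium – serum-reduced DMEM (2% serum) · Doses – single dose, pinned · Also added – fluorescent fibronectin at 24 nM final · Schedule – 1 h cell attachment, overnight exposure to compound and label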
Cneo AK release: causes C. neoformans cell lysis; adenylate kinase release luminescence, 4 h; normalised: neutral wells 0, clomiphene wells 100; lysis activity, % at 15 µM; 360,000 compounds, 0.2% hits;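 active means mean lysis activity across replicates of at least 80%, whatever share of replicates individually reach that level; inactive means mean lysis activity below 80%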
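Assay system: Cryptococcus neoformans yeast cells / Dosing: single-point compound dose / Timing: 4 h at 37 °C static, read 1 h later / Measured by: luminescence of released adenylate kinase using an AK detection reagent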
GSIS activator: GLuc luminescence reporter in INS-1E cells, primary screen for activators of glucose-dependent secretion of insulin; INS-1E GLuc reporter insulin secretion, 2-3 h; 370,000 compounds, 0.61% hits; activation, % at 16.6 µM; AID 743287;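 active means lowest replicate activation of at least 40%, so every replicate reaches that level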;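 further: 0% = median of neutral control wells and 100% = median of IBMX positive control wells; some compounds called inactive have numbers as strong as hits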
CFTR F508del cor: correctors of CFTR F508del function in bronchial epithelial cells; 350,000 compounds, 0.36% hits; activity (quench increase), % at 7.58 µM; CFBE cells, YFP halide quenching; stimulated with forskolin plus potentiator P3; % fluorescence drop versus neutral controls; AID 720511;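 active means mean added fluorescence quench of at least 8% versus neutral control, with both replicates also reaching 8%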;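 further: cells transiently co-express mutant CFTR-F508del with the halide-sensitive YFP; corrector assay measuring rescue of mutant channel to the surface after 24 h compound exposure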
An asterisk follows results filed as active; / = not tested or not shown; [ ] = remark or other dose.

SMILES	PglD DTNB	Statin myotox sup	miR-122 sensor	PGC1a acetyl inh	FN deposit inh	Cneo AK release	GSIS activator	CFTR F508del cor
CC(=O)c1cccc(S(=O)(=O)Nc2cccnc2)c1	0	4	0	4	-11	0	18	0.0
CCn1c(C)nc2cc(C(=O)NNC(=O)CN(C)S(=O)(=O)c3ccc(NC(C)=O)cc3)ccc21	2	2	-4	-1	3	-1	-6	2.2
COc1cc(NC(=S)NC(=O)c2ccc(C)cc2C)ccc1NC(=O)c1cccs1	-7	-8	-1	-7	/	7	/	/
C[C@@H]1CN([C@H](C)CO)C(=O)c2cc(-c3cccnc3)cnc2O[C@H]1CN(C)C(=O)C1CCOCC1	-2	6	-3[16.7 µM]	4	/	3	17	-0.7
CCc1ccccc1NC(=O)/C(=C/c1ccccc1)c1ccccc1	-3	-36	9	-26	-2	9	-21	/
C=CCn1c(SC)nnc1-c1ccc2ncccc2c1	4	/	-2	15	1	0	/	2.3
COc1cccc(C(=O)NNC(=O)C2CC(C)=C(C)CC2C(=O)O)c1 (stereo unspecified)	3	99*	-8	-1	/	0	/	/
C[C@H](CO)N1C[C@H](C)[C@@H](CN(C)C(=O)C2CCCCC2)Oc2cc(C3=CCCC3)ccc2S1(=O)=O	0	-12	30[16.7 µM]	3	/	-2	-12	-1.6
CC(=O)N(C)C[C@H]1Oc2cc(Br)ccc2S(=O)(=O)N([C@@H](C)CO)C[C@@H]1C	-6	13	-5[16.7 µM]	6	1	-2	15	-0.6
COc1cc(NC(=O)[C@@H](NC(=O)N2CCn3c2nc2ccccc23)C(C)C)cc(OC)c1	/	31	1	7	8	0	-13	2.0
O=C(Nc1ccc(Cl)cc1)N[C@H]1CC[C@H](CCn2cc(Cc3ccccc3)nn2)O[C@@H]1CO	0	-8	/	-7	/	-1	3	-0.4
CCN(CCCNC(=O)Cn1cc2c(n1)CCCC2)c1cccc(C)c1	2	13	-11	13	-3	-1	-21	2.6
Cc1ccc(-c2ccc(/C=N\n3cnnc3)o2)c(Br)c1	-2	11	0	/	0	-9	8	0.4
Cc1ccc(OCCOC(=O)c2sc(=S)n(C)c2C)cc1	9	3	0	/	2	0	-6	0.0
COc1ccc(N2C(=O)CC(N3CCN(c4cccc(Cl)c4)CC3)C2=O)cc1 (stereo unspecified)	4	8	0	1	10	4	/	/
CCOc1ccc(NC(=O)CC2C(=O)N(c3ccc(OCC)cc3)C(=S)N2C2CC2)cc1 (stereo unspecified)	2	-17	/	/	/	0	-7	-2.2
CC(C)NC(=O)N[C@H]1CC[C@@H](CCNS(=O)(=O)c2ccc(F)cc2)O[C@H]1CO	1	-1	/	-2	/	4	-4	-1.0
N#CCCn1c(=S)[nH]c2ccccc21	-4	-13	-5	12	-1	0	/	/
COc1ccc(CC(=O)Nc2ccc(OC)nc2)cc1	-5	-1	/	-6	6	3	23	0.2
Cc1nc(SCC(=O)N2c3ccccc3Sc3ccccc32)n[nH]1	0	-3	1	-24	/	7	-2	/
C[C@@H]1CCCCO[C@H](CN(C)C(=O)C2CCCCC2)[C@H](C)CN([C@H](C)CO)C(=O)c2cc(NS(=O)(=O)c3cccs3)ccc2O1	0	/	-5[16.7 µM]	-24	/	-1	-25	-2.1
O=C(OCc1ccc(F)cc1)c1cc2ccccc2cc1O	-10	-1	/	/	0	2	16	1.8
COc1ccc(N(CC(=O)N2CCc3ccccc3C2)S(C)(=O)=O)cc1	-7	-9	-3	-3	/	-3	11	/
COc1ccc(S(=O)(=O)Nc2ccc3c(c2)C(=O)N([C@H](C)CO)C[C@@H](C)[C@@H](CN(C)C(=O)Nc2c(C)noc2C)O3)cc1	0	/	-6[16.7 µM]	-1	/	0	-1	7.8
CC(C)N1C(=O)S/C(=C/c2ccccc2OCc2ccc(C(=O)O)cc2)C1=O	-2	-4	-2	2	-10	2	-14	0.8
CC(C)CC(=O)c1c[nH]c(C(=O)NCc2cccnc2)c1	8	1	4	-12	-6	-1	-1	0.1
NS(=O)(=O)c1ccc(CNC(=S)Nc2ccc(Cl)c(Cl)c2)cc1	0	-5	16	-3	0	-12	-47	0.7
CCCC(=O)Nc1ccc2c(c1)C(=O)N(C)C[C@@H](OC)[C@@H](C)CN(CCC(F)(F)F)[C@@H](C)CO2	-3	6	/	-11	-4	13	-4	-2.4
CCCCCCCCCCCCCCCC[N+](C)(C)CCl	/	/	-2	-22	-7	/	/	1.0
CO[C@H]1CN(C)C(=O)c2cc(NC(=O)c3ccc(F)cc3)ccc2OC[C@H](C)N(C(=O)CN(C)C)C[C@@H]1C	1	5	/	-2	-5	2	0	-2.4
COc1cccc(-c2nnc(-c3ccccc3NC(=O)c3ccc(C(C)(C)C)cc3)o2)c1	-5	/	2	19	-1	-1	-1	-0.5
COc1cc(C(=O)NCCc2ccc3c(c2)OCO3)cc(OC)c1OC	-3	-5	-5	2	3	0	/	-0.7
COC(=O)/C=C/c1oc2ccccc2c1C	/	3	0	13	-1	/	-14	1.7
COc1ccc(CN2CCNC(=O)C2CC(=O)O)cc1OC (stereo unspecified)	4	1	-2	4	-2	-1	0	0.0
O=C(NCCO)C(c1ccccc1)c1ccccc1	1	-7	-2	8	/	4	/	/
CC1(C)CC2CC(C)(CN2C(=O)c2cc(-c3ccccc3O)on2)C1 (stereo unspecified)	-5	-10	-3	-1	-5	-3	/	-5.2
C[C@@H]1CN([C@@H](C)CO)C(=O)c2cccc(NC(=O)c3ccncc3)c2O[C@H]1CN(C)C(=O)Nc1cccc2ccccc12	1	26	2[16.7 µM]	9	/	46	8	-0.3
COc1ccc(CN(CC(=O)NCc2ccccc2)C(=O)CCC(=O)Nc2nccs2)cc1	2	-14	4	/	-10	22	36	-0.8
CCCNC(=S)N1CCC(NC(=O)c2cccc(C)c2)CC1	0	-5	-4	0	-1	1	-4	0.4
O=[N+]([O-])c1ccc(N(CC2CO2)S(=O)(=O)c2ccccc2)cc1 (stereo unspecified)	-3	-2	/	/	2	1	29	-2.0
CC1=CC(c2ccccc2)n2nc(N)nc2N1 (stereo unspecified)	-8	18	-9	5	12	0	29	4.8
CCc1c(C)nc2ncnn2c1Nc1ccc(C#N)c(Cl)c1	3	-9	/	11	4	2	5	/
CCc1ccc(OCC(=O)N(C)C)c(Br)c1	3	6	3	3	-5	0	/	/
O=C(Nc1ccccc1)N1CCN(Cc2ccccc2)CC1	-3	2	-6	18	/	-9	/	/
COc1ccccc1NS(=O)(=O)c1ccc(N/N=C/c2ccccc2OCC(=O)O)c([N+](=O)[O-])c1	5	6	0	6	-1	1	-7	-2.5
COCCn1c(SCC(=O)Nc2ccc(F)cc2)nc2c(c1=O)SCC2	/	36	-4	-22	1	2	-1	-0.2
CCCNC(=O)C[C@H]1CC[C@H]2[C@@H](COC[C@@H](O)CN2C(=O)Nc2ccccc2OC)O1	-3	5	3[16.7 µM]	-2	1	-9	15	-2.6
COc1ccc(NC(=O)Nc2ccc3c(c2)C(=O)N(C)C[C@H](OC)[C@H](C)CN[C@@H](C)CO3)cc1	/	-3	-7[16.7 µM]	7	-13	/	3	2.4
NC(=O)c1cccc(N=Cc2cc(Cl)cc(Cl)c2O)c1	/	13	0	-8	-4	/	-2	-3.4
COc1ccc(-n2nc(C(=O)NCC(=O)NCc3ccc(F)cc3)c3ccccc3c2=O)cc1	-5	-8	-7	0	1	-1	-8	0.4
O=S(=O)(c1ccc(S(=O)(=O)N2CCC(O)CC2)cc1)N1CCCC1	-2	7	-3	/	1	-3	-1	1.6
O=C(O)COc1ccc2c(c1)O/C(=C\c1cccs1)C2=O	-9	2	-1	-19	3	7	-22	-1.6
COc1ccc(NC(=O)C2CCCC2)cc1	2	1	/	/	3	0	4	0.9
O=C(Cc1ccccc1)N1CC[C@@H]2[C@H](CO)Nc3ccc(-c4cccc(F)c4)cc3[C@@H]21	-2	-23	1[16.7 µM]	10	5	1	3	1.7
COc1cc2[nH]cc(C(=O)NCCc3ccccc3)c(=O)c2cc1OC	-1	-22	-7	8	/	-1	55	/
COc1ccc(N=CC2CCCCC2=O)c([N+](=O)[O-])c1 (stereo unspecified)	-2	10	-4	-4	-4	2	-10	1.4
CO[C@H]1CC[C@@H]2CCN(C)C(=O)C[C@@H](c3ccccc3)CN(C)C(=O)c3cc(C#N)ccc3OC[C@@H]1O2	-1	14	/	/	-5	-1	0	/
CCn1ccc(C(=O)NC2C(=O)N3C(C(=O)O)=C(C)CSC23)n1 (stereo unspecified)	7	-3	-2	6	/	0	/	/
CC1(C(=O)NCc2ccc3c(c2)OCO3)CCN1C(=O)Cc1cccs1 (stereo unspecified)	-18	3	0	-21	3	5	16	-0.5
O=C1CC(c2cccs2)Cc2nc(NCC3CCCO3)ncc21 (stereo unspecified)	2	16	-2	-9	-2	-1	/	/
O=C(NCc1ccccc1)c1cccc(COc2cccc(Cl)c2)c1	5	/	-19	-4	-12	-1	/	/
O=C(c1cc(COc2ccc3ncccc3c2)on1)N1CCCC1	-1	7	-4	8	-7	0	-82	-1.8

Bioassay records from PubChem BioAssay.

Outcome played no part in choosing rows, and some 2.1% of all compounds hit somewhere here.
